From PubChem
TMEM16A act: TMEM16A chloride channel activators or potentiators, primary screen, cell-based, HTS | 340,000 compounds, 0.3% hits | AID 623877, 2012 | HEK293 TMEM16A/YFP-H148Q/I152L, iodide quench fluorescence; hits give low values | B-score at 10 µM | Anoctamin-1 (Mus musculus), Q8BHY3;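 active = fluorescence-ratio B-score plate-corrected deviation score at least 3 library SD below zero, with starting fluorescence score within 5 deviations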;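 note: channel opened by trigger with iodide after compound preincubation; score built on the fluorescence ratio of max minus min over baseline; more negative score means more quench and so TMEM16A activation or potentiation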
Target sequence (Q8BHY3 whole entry, looked up): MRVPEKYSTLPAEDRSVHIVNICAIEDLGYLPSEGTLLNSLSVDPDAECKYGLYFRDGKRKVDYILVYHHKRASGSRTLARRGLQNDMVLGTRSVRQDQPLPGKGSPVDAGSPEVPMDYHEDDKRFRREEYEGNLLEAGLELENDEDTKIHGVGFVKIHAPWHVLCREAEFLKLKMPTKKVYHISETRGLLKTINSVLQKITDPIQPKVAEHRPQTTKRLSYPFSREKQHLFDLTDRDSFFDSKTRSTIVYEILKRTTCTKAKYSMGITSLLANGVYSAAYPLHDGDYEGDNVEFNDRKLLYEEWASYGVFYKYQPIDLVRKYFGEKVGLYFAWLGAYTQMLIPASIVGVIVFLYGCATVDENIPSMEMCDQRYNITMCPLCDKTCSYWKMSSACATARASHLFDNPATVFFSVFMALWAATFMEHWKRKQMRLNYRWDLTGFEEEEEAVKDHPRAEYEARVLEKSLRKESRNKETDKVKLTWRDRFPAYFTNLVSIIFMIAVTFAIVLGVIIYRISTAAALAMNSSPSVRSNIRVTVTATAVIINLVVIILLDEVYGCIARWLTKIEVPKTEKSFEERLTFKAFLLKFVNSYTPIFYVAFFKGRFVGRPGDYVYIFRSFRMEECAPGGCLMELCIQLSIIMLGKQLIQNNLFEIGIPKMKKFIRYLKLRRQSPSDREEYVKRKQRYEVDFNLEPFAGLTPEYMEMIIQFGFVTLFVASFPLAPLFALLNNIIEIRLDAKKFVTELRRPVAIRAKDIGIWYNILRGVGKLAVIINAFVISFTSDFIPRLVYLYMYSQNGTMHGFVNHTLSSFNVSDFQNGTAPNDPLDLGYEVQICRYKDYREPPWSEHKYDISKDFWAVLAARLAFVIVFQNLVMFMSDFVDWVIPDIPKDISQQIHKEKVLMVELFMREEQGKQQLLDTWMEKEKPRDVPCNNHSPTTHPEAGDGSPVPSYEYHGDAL
HDAC3 inh: HDAC3 deacetylase inhibitors, primary screen, biochemical, fluorescence, cell-free homogeneous; Histone deacetylase 3 (Homo sapiens), O15379; recombinant HDAC3, fluorogenic peptide/trypsin coupled; inhibition, % at 8.3 µM; 320,000 compounds, 0.15% hits; AID 2718, 2010; in the data active = inhibition above about 26%, passing the limit was not always enough; inconclusive = no clear call, values can overlap the other calls
An asterisk follows results filed as active; i = inactive; ? = inconclusive; nt = not tested or not shown. A portion of the library; count on the stated rates, not on these rows.

# | Structure | TMEM16A act | HDAC3 inh
1 | CC1CN(c2ccccn2)C(C)CN1C(=O)C(O)(c1ccccc1)c1ccccc1 (stereo not given) | i | nt
2 | CC(CC(C)(C)N1CC1)=NNC(=O)Nc1cccc2ccccc12 | i | nt
3 | CN=C1CN(O)C(c2ccccc2)c2cc(Cl)ccc2N1 (stereo not given) | i | nt
4 | CCOP(=S)(OCC)SCSP(=S)(OCC)OCC | i | nt
5 | CCOC(=O)[C@]12Cc3cc4c(cc3[C@H]1N(Cc1ccccc1)C(=O)c1ccccc12)OCO4 | i | nt
6 | Cc1cc(N(CCCl)CCCl)ccc1C=NNC(=O)c1cccnc1 | i | nt
7 | O=C1NC(=S)NC(=O)C1Cc1ccccc1O | i | nt
8 | CC(CCN1CC1)=NNC(=O)Nc1cccc2ccccc12 | i | nt
9 | COP(=S)(OC)Oc1ccc(SC)c(C)c1 | i | nt
10 | Cc1ccc(CN2CCC3CCC(C3)C2)c(O)c1 (stereo not given) | i | nt
11 | CC[C@H]1CN2CCC1C[C@@H]2[C@@H](O)c1ccnc2ccc(OC)cc12 (stereo not given in full) | i | nt
12 | O=C1NC(=S)SC1=Cc1ccc(N(CCCl)CCCl)cc1 | i | nt
13 | CS(=O)(=O)CCN1CC2CCCC(C2)C1 | i | nt
14 | CC(=O)C1CCC2C3C(N4CC4)CC4=CC(=O)CCC4(C)C3CCC12C (stereo not given) | i | nt
15 | CCC(=O)Nc1ccc(Cl)c(Cl)c1 | i | nt
16 | CN1C(=O)N(C)C(=O)C(NS(=O)(=O)c2ccc(N)cc2)(c2ccccc2)C1=O | i | nt
17 | CC(CC(C#N)(c1ccccc1)c1ccccc1)N1CCOCC1 (stereo not given) | i | nt
18 | ClC(Cl)(Cl)c1ccccc1 | i | 1
19 | COC(=O)C1=C(c2ccccc2OCc2ccccc2)C[C@@H]2CC[C@H]1N2C(=O)NCc1cccc(F)c1 | i | 0
20 | COC(C)(C)CCCC(C)C/C=C/C(C)=C/C(=O)OC(C)C (stereo not given) | i | 2
21 | CC(C)(C)C(=O)O[C@H]1CC[C@@]2(C)C(=CC(=O)C3C2CC[C@]2(C)C(=O)CCC32)C1 (stereo not given in full) | i | -6
22 | NC(=O)c1ccsc1NC(=O)COC(=O)Cc1ccccc1 | i | 0
23 | CCN(CC(=O)Nc1ccc(NC(C)=O)cc1)C(=O)CSC(c1ccccc1)c1ccccc1 | i | 4
24 | CC(C)(C)C(=O)O[C@H]1CC[C@@]2(C)C(=CC(=O)C3C2CC[C@]2(C)C(=O)[C@H](O)CC32)C1 (stereo not given in full) | i | 4
25 | COC(=O)C1=C(c2ccc(C(C)=O)cc2)C[C@@H]2CC[C@H]1N2C(=O)NCc1ccco1 | i | -5
26 | Cc1ccccc1NC(=O)COC(=O)c1cc(C)n(C2CC2)c1C | i | -2
27 | c1ccc(OCC2CO2)cc1 (stereo not given) | i | 0
28 | COC(=O)C1=C(c2ccc(Cl)c(C(F)(F)F)c2)C[C@@H]2CC[C@H]1N2C(=O)NCCCOC(C)C | i | -5
29 | COC(=O)C1=C(c2ccc(F)cc2OCc2ccccc2)C[C@@H]2CC[C@H]1N2C(=O)NCc1ccccc1Cl | i | -2
30 | COC(=O)C1=C(c2ccc(F)cc2OCc2ccccc2)C[C@@H]2CC[C@H]1N2C(=O)NCc1ccc(N(C)C)cc1 | i | 13
31 | COC(=O)C1=C(c2c(C)noc2C)C[C@@H]2CC[C@H]1N2C(=O)NCc1ccc(C(F)(F)F)cc1 | i | -1
32 | Cc1ccc(O)c(C)c1 | i | 1
33 | COC(=O)C1=C(c2ccc(F)cc2F)C[C@@H]2CC[C@H]1N2C(=O)NCCOc1ccccc1 | i | -4
34 | CCCNC(=O)N1[C@H]2CC[C@@H]1C(C(=O)OC)=C(c1ccc(OC)c(OC)c1)C2 | i | -1
35 | COC(=O)C1=C(c2ccc(F)cc2F)C[C@@H]2CC[C@H]1N2C(=O)NCCOc1ccccc1Cl | i | 6
36 | CCCNC(=O)N1[C@H]2CC[C@@H]1C(C(=O)OC)=C(c1ccc3ccccc3c1)C2 | i | 0
37 | c1ccc(Nc2ccc(Nc3ccccc3)cc2)cc1 | i | -6
38 | Oc1ccc(Cl)c(Cl)c1Cl | i | -1
39 | COC(=O)C1=C(c2ccc(F)cc2F)C[C@@H]2CC[C@H]1N2C(=O)NCCNC(C)=O | i | -5
40 | COC(=O)C1=C(c2cccc(OCc3ccccc3)c2)C[C@@H]2CC[C@H]1N2C(=O)NCc1ccc2[nH]ccc2c1 | i | -7

Fetched one by one from the entries so far (two):
# | Structure | TMEM16A act | HDAC3 inh
30 | COC(=O)C1=C(c2ccc(F)cc2OCc2ccccc2)C[C@@H]2CC[C@H]1N2C(=O)NCc1ccc(N(C)C)cc1 | i | 13
24 | CC(C)(C)C(=O)O[C@H]1CC[C@@]2(C)C(=CC(=O)C3C2CC[C@]2(C)C(=O)[C@H](O)CC32)C1 (stereo not given in full) | i | 4

Other results:
# | Structure | TMEM16A act | HDAC3 inh
41 | COC(=O)C1=C(c2ccc(C(C)=O)cc2)C[C@@H]2CC[C@H]1N2C(=O)NCc1ccc(F)cc1 | i | 3
42 | Oc1c(Br)c(Br)c(Br)c(Br)c1Br | i | -6
43 | O=S(=O)(c1ccc(Cl)cc1)c1ccc(Cl)cc1 | i | -2
44 | COC(=O)C1=C(c2cccc(OCc3ccccc3)c2)C[C@@H]2CC[C@H]1N2C(=O)NCc1ccc(N(C)C)cc1 | i | -1
45 | COC(=O)C1=C(c2ccc(F)cc2OCc2ccccc2)C[C@@H]2CC[C@H]1N2C(=O)N1CCOCC1 | i | 2
46 | COC(=O)C1=C(c2ccccc2OCc2ccccc2)C[C@@H]2CC[C@H]1N2C(=O)NCc1ccc(Cl)cc1 | i | 6
47 | COC(=O)C1=C(c2ccc(F)cc2OCc2ccccc2)C[C@@H]2CC[C@H]1N2C(=O)NCCN1CCOCC1 | i | -1
48 | COC(=O)C1=C(c2ccc(F)cc2OCc2ccccc2)C[C@@H]2CC[C@H]1N2C(=O)N1CCCCC1 | i | 4
49 | Cc1cc(C(=O)OCC(=O)Nc2ccc(F)cc2)c(C)n1C1CC1 | i | -4
50 | CN(C)N=O | i | -3
51 | C[C@]12CC[C@@H](O)CC1=CCC1C2CC[C@]2(C)C(=O)[C@H](F)CC12 (stereo not given in full) | i | -7
52 | NNC(=O)c1ccc(O)cc1 | i | -1
53 | Cc1cc(=O)oc2cc(OCC(=O)N3CCN(Cc4ccccc4)CC3)ccc12 | i | -11
54 | COCCNC(=O)N1[C@H]2CC[C@@H]1C(C(=O)OC)=C(c1ccc(OC(F)(F)F)cc1)C2 | i | -1
55 | C[C@]12CCC(=O)C=C1C=CC1C2CC[C@]2(C)C(=O)CCC12 (stereo not given in full) | i | 0
56 | COC(=O)C1=C(c2ccc(C(C)=O)cc2)C[C@@H]2CC[C@H]1N2C(=O)NCCO | i | -10
57 | CC(=O)O[C@@H]1CC[C@]2(C)C3CC[C@]4(C)C(=O)[C@H](O)CC4C3[C@@H](OC(C)=O)C[C@H]2C1 (stereo not given in full) | i | 1
58 | COC(=O)C1=C(c2ccc(F)cc2OCc2ccccc2)C[C@@H]2CC[C@H]1N2C(=O)N1CCCC1 | i | 5
59 | COC(=O)C1=C(c2c(C)noc2C)C[C@@H]2CC[C@H]1N2C(=O)NCc1ccc2c(c1)OCO2 | i | -1
60 | CC1CC(C)CN(C(=O)COC(=O)c2cn(C)c3ccccc23)C1 (stereo not given) | i | 13

Filtered by structure: those above with nitrogen in an aromatic ring.
# | Structure | TMEM16A act | HDAC3 inh
1 | CC1CN(c2ccccn2)C(C)CN1C(=O)C(O)(c1ccccc1)c1ccccc1 (stereo not given) | i | nt
6 | Cc1cc(N(CCCl)CCCl)ccc1C=NNC(=O)c1cccnc1 | i | nt
11 | CC[C@H]1CN2CCC1C[C@@H]2[C@@H](O)c1ccnc2ccc(OC)cc12 (stereo not given in full) | i | nt
26 | Cc1ccccc1NC(=O)COC(=O)c1cc(C)n(C2CC2)c1C | i | -2
31 | COC(=O)C1=C(c2c(C)noc2C)C[C@@H]2CC[C@H]1N2C(=O)NCc1ccc(C(F)(F)F)cc1 | i | -1
40 | COC(=O)C1=C(c2cccc(OCc3ccccc3)c2)C[C@@H]2CC[C@H]1N2C(=O)NCc1ccc2[nH]ccc2c1 | i | -7
49 | Cc1cc(C(=O)OCC(=O)Nc2ccc(F)cc2)c(C)n1C1CC1 | i | -4
59 | COC(=O)C1=C(c2c(C)noc2C)C[C@@H]2CC[C@H]1N2C(=O)NCc1ccc2c(c1)OCO2 | i | -1
60 | CC1CC(C)CN(C(=O)COC(=O)c2cn(C)c3ccccc23)C1 (stereo not given) | i | 13

Continuation:
# | Structure | TMEM16A act | HDAC3 inh
61 | CC(C)(C)C(=O)O[C@H]1CC[C@@]2(C)C(=CC(=O)C3C2CC[C@]2(C)C(=O)[C@@H](F)CC32)C1 (stereo not given in full) | i | -7
62 | C[C@]12CC[C@H](N)CC1=CCC1C2CC[C@@]2(C)C1CC[C@@H]2O (stereo not given in full) | i | 4
63 | COC(=O)C1=C(c2ccccc2)C[C@@H]2CC[C@H]1N2C | i | -2
64 | COC(=O)C1=C(c2ccc(F)cc2F)C[C@@H]2CC[C@H]1N2C(=O)N1CCC(C)CC1 | i | 0
65 | N#C/C(N)=C(/N)C#N | i | -9
66 | CCN(CC)C(=O)c1ccc(NC(=O)c2c(C)noc2C)cc1 | i | -9
67 | COC(=O)C1=C(c2ccccc2OCc2ccccc2)C[C@@H]2CC[C@H]1N2C(=O)NCCCOC(C)C | i | 3
68 | C[C@]12CC[C@H](O)CC1=CCC1C2CC[C@@]2(C)C1CC[C@@H]2OCc1ccccc1 (stereo not given in full) | i | -4
69 | C[C@]12CCC3C(CC[C@@H]4CC(=O)CC[C@]34C)C1CC[C@@H]2O (stereo not given in full) | i | 1
70 | COC(=O)C1=C(c2ccc(F)cc2F)C[C@@H]2CC[C@H]1N2C(=O)N1CCCC1 | i | 16
71 | COC(=O)C1=C(c2ccc(OC(F)(F)F)cc2)C[C@@H]2CC[C@H]1N2C(=O)NCCc1ccccc1 | i | 17
72 | COC(=O)C1=C(c2ccccc2OCc2ccccc2)C[C@@H]2CC[C@H]1N2C(=O)NCCc1ccc(F)cc1 | i | ?
73 | Cn1cc(C(=O)OCC(=O)NC2CCCCC2)c2ccccc21 | i | 13
74 | COC(=O)C1=C(c2ccc(-c3ccccc3)c(F)c2)C[C@@H]2CC[C@H]1N2C(=O)NCc1cccc2ccccc12 | i | -2
75 | CC(=O)[C@@]1(O)CCC2C3CC=C4C[C@@H](O)CC[C@]4(C)C3CC[C@@]21C (stereo not given in full) | i | -8
76 | COC(=O)C1=C(c2ccc(OC(F)(F)F)cc2)C[C@@H]2CC[C@H]1N2C(=O)N1CCCCC1 | i | 13
77 | COC(=O)C1=C(c2cccc(C#N)c2)C[C@@H]2CC[C@H]1N2C(=O)NCc1cc(C)oc1C(F)(F)F | i | 10
78 | C[C@]12CC[C@H](O)CC1=CC(=O)C1C2CC[C@]2(C)C(=O)CCC12 (stereo not given in full) | i | -3
79 | COC(=O)C1=C(c2cccc(OC)c2OC)C[C@@H]2CC[C@H]1N2C | i | -10
80 | COC(=O)C1=C(c2c(C)noc2C)C[C@@H]2CC[C@H]1N2C(=O)NCCOc1ccccc1 | i | 1

Reformatted: 4 of the compounds above
60. CC1CC(C)CN(C(=O)COC(=O)c2cn(C)c3ccccc23)C1 (stereo not given)
  TMEM16A act: i; HDAC3 inh: 13

61. CC(C)(C)C(=O)O[C@H]1CC[C@@]2(C)C(=CC(=O)C3C2CC[C@]2(C)C(=O)[C@@H](F)CC32)C1 (stereo not given in full)
  TMEM16A act: i; HDAC3 inh: -7

62. C[C@]12CC[C@H](N)CC1=CCC1C2CC[C@@]2(C)C1CC[C@@H]2O (stereo not given in full)
  TMEM16A act: i; HDAC3 inh: 4

63. COC(=O)C1=C(c2ccccc2)C[C@@H]2CC[C@H]1N2C
  TMEM16A act: i; HDAC3 inh: -2

(more compounds)
# | Structure | TMEM16A act | HDAC3 inh
81 | COC(=O)C1=C(c2ccc3ccccc3c2)C[C@@H]2CC[C@H]1N2C(=O)NCc1ccc(F)cc1 | i | -7
82 | COC(=O)C1=C(c2ccc(OC)c(OC)c2)C[C@@H]2CC[C@H]1N2C(=O)N1CCc2cc(OC)c(OC)cc2C1 | i | -3
83 | C[C@]12CCC3C(CC[C@@H]4C[C@H](O)CC[C@]34C)C1CCC2=O (stereo not given in full) | i | 6
84 | N#C/C=C/C#N | i | -3
85 | O=C1C(Cl)=CC(=Nc2ccc(O)cc2)C=C1Cl | i | 7
86 | COC(=O)C1=C(c2ccc(C(C)=O)cc2)C[C@@H]2CC[C@H]1N2C(=O)NCc1ccc(C(F)(F)F)cc1 | i | 7
87 | O=C(COC(=O)Cc1ccccc1)NNC(=O)c1ccc([N+](=O)[O-])cc1 | i | 2
88 | COC(=O)C1=C(c2ccccc2OCc2ccccc2)C[C@@H]2CC[C@H]1N2C(=O)NCc1ccc(C(F)(F)F)cc1 | i | 11
89 | C1CCC2CCCCC2C1 (stereo not given) | i | 0
